MITF inh: blocks human microphthalmia-associated transcription factor; AlphaScreen MITF homodimerization, bead proximity signal; O75030; AID 1259374; inhibition, % at 2.6 µM; 650,000 compounds, 0.91% hits; in the data active = inhibition above about 50%;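 note: 0% = vehicle wells with protein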
Target sequence (O75030 whole entry, looked up): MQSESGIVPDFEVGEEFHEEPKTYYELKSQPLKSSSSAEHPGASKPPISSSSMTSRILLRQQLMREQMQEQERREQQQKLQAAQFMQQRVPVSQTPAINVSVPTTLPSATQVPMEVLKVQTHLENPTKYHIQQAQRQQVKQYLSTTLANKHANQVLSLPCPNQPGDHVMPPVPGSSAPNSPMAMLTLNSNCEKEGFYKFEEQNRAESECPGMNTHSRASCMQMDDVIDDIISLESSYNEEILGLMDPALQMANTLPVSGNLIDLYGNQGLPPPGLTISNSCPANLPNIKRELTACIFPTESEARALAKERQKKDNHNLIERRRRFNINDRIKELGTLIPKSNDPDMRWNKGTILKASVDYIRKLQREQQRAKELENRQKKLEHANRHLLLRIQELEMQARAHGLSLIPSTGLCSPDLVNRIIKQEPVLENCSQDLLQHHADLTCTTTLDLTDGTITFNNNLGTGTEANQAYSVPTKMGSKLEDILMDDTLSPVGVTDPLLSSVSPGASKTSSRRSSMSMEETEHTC
FBW7 activator: human FBW7 E3 ligase activation, primary screen | Q969H0 | AlphaScreen FBW7–phospho-cyclin E peptide binding, activator screen | normalized activity (activation), % at 26.1 µM | 650,000 compounds, 0.13% hits | AID 1259310; in the data active = normalized activity above about 1.9%;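 note: purified mutant Fbw7 with reduced substrate affinity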
GPR151 activ: activators of human GPR151 | 650,000 compounds, 1% hits | activation, % at 11.2 µM | Q8TDV0 | PathHunter beta-arrestin GPR151 cells, luminescence; in the data active = activation above about 4.9%;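 note: 0% = median of compound wells and 100% = cells with positive control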
Target sequence (Q8TDV0 whole entry, looked up): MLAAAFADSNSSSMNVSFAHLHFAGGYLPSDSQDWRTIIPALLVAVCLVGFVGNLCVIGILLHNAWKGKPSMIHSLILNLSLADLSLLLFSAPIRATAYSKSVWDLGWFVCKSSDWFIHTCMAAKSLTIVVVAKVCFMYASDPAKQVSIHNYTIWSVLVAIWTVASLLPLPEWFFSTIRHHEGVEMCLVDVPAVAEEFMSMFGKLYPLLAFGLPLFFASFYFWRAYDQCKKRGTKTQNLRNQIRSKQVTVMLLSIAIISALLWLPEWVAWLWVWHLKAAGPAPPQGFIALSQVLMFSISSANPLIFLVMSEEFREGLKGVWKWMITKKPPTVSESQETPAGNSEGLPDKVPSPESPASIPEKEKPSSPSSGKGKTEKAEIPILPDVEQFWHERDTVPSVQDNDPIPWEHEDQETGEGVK
TEAD-YAP block: TEAD-YAP interaction inhibition. HEK-TIYL cells, TEAD-Gal4/YAP UAS-luciferase luminescence. 640,000 compounds, 1.4% hits. inhibition, % at 9.12 µM; in the data active = inhibition above about 32%;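 note: 0% = median of test compound wells and 100% = reference inhibitor wells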
* marks the source's active call; other numbers are inactive results; & = joins results of further samples.

SMILES	MITF inh	FBW7 activator	GPR151 activ	TEAD-YAP block
CCC(C)NC(=O)c1ccccc1NS(=O)(=O)c1cccs1 (stereo unspecified)	6	0.0	0.1	3
O=C(CN1C(=O)c2ccccc2C1=O)Nc1cc(F)cc(F)c1	2	-0.1	0.6	3
COc1ccc2c(c1)C(C)=CC(C)(C)N2C(=O)CNCc1ccco1	32	0.1	2.3	1
COc1ccc(-c2cc(NCCN(C(C)C)C(C)C)nc(N)n2)cn1	-4	0.2	1.2	-15
CN(C)CCCOc1cccc(Oc2ccccc2)c1	62*	-0.3	0.9	1
FC(F)(F)c1ccc(Sc2nnc3ccccn23)nc1	-4	-0.1	0.4	-2
CCOc1ccc(-n2c(=S)sc3c(=O)n(-c4ccc(F)cc4)c(SCC#N)nc32)cc1	8	0.1	0.1	-14
CCCc1nc2ccccc2c(=O)n1CC(=O)c1ccc(F)cc1	5	0.1	1.7	-5
CCOC(=O)C1=C(C)NC(C)=C(C(=O)OCC)C1c1ccc(OC)c(O)c1	-11&4	-0.1&0.1	3.1&2.1	5&-6
Cc1ccc(NS(=O)(=O)c2ccc(N)cc2)nc1	5	-0.2	-0.7	-2
COc1ccc(-n2c(=S)[nH]c3cc(C(=O)NCc4ccc(Cl)cc4)ccc3c2=O)c(OC)c1	15	0.3	-2.0	10
O=C(c1ccco1)N(Cc1ccccc1)c1cccc([N+](=O)[O-])c1	-4	-0.1	1.1	0
Cc1c(C(=O)NC2CCCCCC2)sc2ncnc(N(C)c3ccccc3)c12	-3	0.0	-0.4	-3
CCCc1[nH]nc2c1C(c1ccccc1C)C(C#N)=C(N)O2 (stereo unspecified)	-4	-0.1	0.4	-4
O=C(CN1CCC(O)(c2ccccn2)CC1)Nc1ccccc1N1CCCCC1	-6	-0.2	-0.6	0
CC1CCc2c(sc(NC(=O)c3cc([N+](=O)[O-])ccc3Cl)c2C(N)=O)C1 (stereo unspecified)	17	-0.1	1.8	4
CCOc1ccc(CN2CCCC(C(=O)N3CCCC3)C2)cc1 (stereo unspecified)	68*	0.0	-1.0	0
Cc1cccc(NC(=O)C(Cc2c[nH]c3ccccc23)NC(=O)Oc2ccccc2)c1 (stereo unspecified)	7	0.0	0.0	5
CCC(=O)Oc1ccc(C2Oc3nc(SC)nnc3-c3ccccc3N2C(=O)CC)cc1 (stereo unspecified)	20	1.0	-0.6	8
Cc1cccc(C2=N/C(=C\c3ccccc3Cl)C(=O)O2)c1	16	0.2	-0.2	8
CCCC(=O)N(CC)c1nnc(-c2ccncc2)s1	25	-1.2	-2.7	-6
C=CCN(C(=O)CNC(=O)c1ccco1)C(C(=O)NC1CCCC1)c1cccs1 (stereo unspecified)	3	-0.1	0.5	-4
Fc1ccc(Cn2nnnc2C(c2ccccn2)N2CCN3CCCC3C2)cc1 (stereo unspecified)	-7	0.7	-0.4	-3
COc1ccc2ccccc2c1C1NC(=O)NC(C)=C1[N+](=O)[O-] (stereo unspecified)	7	-0.1	-0.7	6
COc1ccc(CNC(=O)c2cc3c(C)nccc3[nH]c2=O)cc1	12	-0.1	-1.6	4
CC1CCN(C(=O)COc2ccc(S(=O)(=O)NC3CCCCC3)cc2Cl)CC1	2	-0.2	0.5	5
COc1ccccc1NC(=O)C(=O)N/N=C/c1ccc(C(C)C)cc1	-7	0.1	-0.9	6
CCOC(=O)c1nc(S(C)(=O)=O)ncc1N1CCOCC1	35	-0.1	-1.3	2
CCOc1ccc(/C=C2/SC(=S)NC2=O)cc1Cl	6	-0.1	-0.5	-2
O=C(Nc1ccc2c(c1)CN(C(=O)C1CCOC1)CC2)c1ccc(C(F)(F)F)cc1 (stereo unspecified)	6	-0.1	0.8	10
CN(C)S(=O)(=O)c1ccc(NS(=O)(=O)c2ccc3oc(=O)ccc3c2)cc1	5	0.0	-0.2	5
COc1cccc(CC(C2CCN(C(=O)Cn3ccc(C)n3)CC2)N(C)C(=O)C2CC2)c1 (stereo unspecified)	-5	0.0	1.9	-2
COc1ccc(-n2cc(-c3ccccc3)c3c(SC(C)C(C)=O)ncnc32)cc1 (stereo unspecified)	14	-0.1	-0.9	2
COC(=O)c1ccccc1NC(=O)CN1CCC(C(=O)c2ccc3c(c2)OCCO3)CC1	12	-0.1	-0.1	-1
COCc1[nH]nc2c1C(c1ccccc1C)C(C#N)=C(N)O2 (stereo unspecified)	-5	0.0	0.0	-4
CC(C)NC(=O)[C@@H]1C[C@@H](NC2CCCCCCC2)CN1Cc1ccncc1	21	0.9	-0.8	-1
COc1cc(C2C(C(=O)OCC3CCCO3)=C(C)NC3=C2C(=O)CCC3)cc(Cl)c1O (stereo unspecified)	-3	-0.1	0.4	6
CCOC(=O)C1=C(C(=O)OCC)SC2(S1)C(C(=O)OCC)=C(C(=O)OCC)SC1=C2c2cc(OCC)ccc2NC1(C)C	11	0.5	-2.3	4
CCc1ccc(OCC(O)C[N+](C)(C)C)cc1 (stereo unspecified)	6	0.1	0.2	-7
COCCCNC(=O)C1CCN(c2nc3ccccc3n2C)CC1	13	0.1	-0.2	5
CN1C(=O)CC(C(=O)Nc2cccc(C(=O)O)c2)SC1=Nc1cccc(F)c1 (stereo unspecified)	8	-0.1	-0.2	11
Cc1ccccc1C(=O)Nc1ccc(F)c(Cl)c1	3	0.0	-2.8	-53
CCOc1ccc(-n2cc(C(=O)Nc3ccc(C(F)(F)F)cc3)c3cc(OC)c(OC)cc3c2=O)cc1	8	0.0	-0.2	-11
CCOc1ccc(C(=O)Nc2cccc(-c3nc4ccccc4s3)c2C)cc1[N+](=O)[O-]	13	0.1	-1.4	-4
Cc1c(C(=O)N2CCC(Cc3ccccc3)CC2)sc2ncnc(N3CCN(c4ccccc4F)CC3)c12	20	-0.5	0.5	-1
Cc1ccc(C2/C(=C(\O)c3ccc(Br)cc3)C(=O)C(=O)N2CCO)cc1 (stereo unspecified)	2	0.1	-0.1	-2
Cc1ccccc1-n1c(SCC(=O)Nc2ccc(F)c(F)c2)nc2[nH]ncc2c1=O	-7	-0.1	-1.1	2
O=C(Nc1ccc(Cl)cc1F)c1cc(S(=O)(=O)N2CCc3ccccc3C2)ccc1F	-8	0.1	0.1	4
O=C(CSc1cccc[n+]1[O-])Nc1cc(C(F)(F)F)cc(C(F)(F)F)c1	-20	0.0	-1.4	-9
O=C(O)/C=C/C(=O)NNC(=O)CNC(=O)COc1ccc(Cl)cc1Cl	3	0.1	-0.8	0
CN(CC(=O)Nc1ccc(N2CCOCC2)cc1)CN1C(=O)C2CC=CCC2C1=O (stereo unspecified)	2	0.0	2.4	-4
CN1CCCN(C(=O)c2nc3sccn3c2CN(C)CCC2CCOCC2)CC1	14	0.3	-1.4	8
Clc1ccc(-n2cccc2CN2CCCC(N3CCOCC3)C2)nc1 (stereo unspecified)	6	0.1	0.4	-3
CC1=NC(C(F)(F)F)(C(F)(F)F)c2c(n(-c3ccc(C)c(C)c3)c(=O)[nH]c2=O)N1	16	0.3	-0.5	8
CC1(C)Cc2c(sc3nc4n(c(=O)c23)CCN4Cc2ccccc2)CO1	14	0.1	-0.8	-10
OC(COCc1cccs1)CN1CCN(c2ncccn2)CC1 (stereo unspecified)	-3	-0.1	0.5	-1
O=C(Nn1c(-c2ccc(Br)o2)nc2ccccc2c1=O)c1cc(-c2ccc(F)cc2)nc2ccccc12	10	0.2	2.6	-3
COc1cccc(Oc2ccc(C(F)(F)F)cc2NC(=O)c2nc3nccc(C)n3n2)c1	-9	-0.1	-1.7	-11
O=C(N/N=C/c1cccnc1)c1cc(I)ccc1Cl	-7	0.0	0.7	13
CC1Oc2ccccc2N(Cc2ccc3ccccc3n2)C1=O (stereo unspecified)	-6	-0.2	3.8	-1

Reformatted: results already given
Molecule,MITF inh,FBW7 activator,GPR151 activ,TEAD-YAP block
O=C(Nc1ccc(Cl)cc1F)c1cc(S(=O)(=O)N2CCc3ccccc3C2)ccc1F,-8,0.1,0.1,4
O=C(CSc1cccc[n+]1[O-])Nc1cc(C(F)(F)F)cc(C(F)(F)F)c1,-20,0.0,-1.4,-9
O=C(O)/C=C/C(=O)NNC(=O)CNC(=O)COc1ccc(Cl)cc1Cl,3,0.1,-0.8,0
CN(CC(=O)Nc1ccc(N2CCOCC2)cc1)CN1C(=O)C2CC=CCC2C1=O (stereo unspecified),2,0.0,2.4,-4
CN1CCCN(C(=O)c2nc3sccn3c2CN(C)CCC2CCOCC2)CC1,14,0.3,-1.4,8
Clc1ccc(-n2cccc2CN2CCCC(N3CCOCC3)C2)nc1 (stereo unspecified),6,0.1,0.4,-3
CC1=NC(C(F)(F)F)(C(F)(F)F)c2c(n(-c3ccc(C)c(C)c3)c(=O)[nH]c2=O)N1,16,0.3,-0.5,8
CC1(C)Cc2c(sc3nc4n(c(=O)c23)CCN4Cc2ccccc2)CO1,14,0.1,-0.8,-10
OC(COCc1cccs1)CN1CCN(c2ncccn2)CC1 (stereo unspecified),-3,-0.1,0.5,-1
O=C(Nn1c(-c2ccc(Br)o2)nc2ccccc2c1=O)c1cc(-c2ccc(F)cc2)nc2ccccc12,10,0.2,2.6,-3
COc1cccc(Oc2ccc(C(F)(F)F)cc2NC(=O)c2nc3nccc(C)n3n2)c1,-9,-0.1,-1.7,-11
O=C(N/N=C/c1cccnc1)c1cc(I)ccc1Cl,-7,0.0,0.7,13
CC1Oc2ccccc2N(Cc2ccc3ccccc3n2)C1=O (stereo unspecified),-6,-0.2,3.8,-1

The results go on.
SMILES	MITF inh	FBW7 activator	GPR151 activ	TEAD-YAP block
COc1cc(NC(=O)Cn2c(=O)n(C3CCCC3)c(=O)c3ccccc32)cc(OC)c1	-3	0.0	0.3	9
O=[N+]([O-])c1c(Sc2ncnc3ccccc23)ccc2nsnc12	9	0.0	0.3	-6
CCc1cc2c(SCc3cn4c(C)cccc4n3)ncnc2s1	-3	0.3	-2.0	-7
COCCCNC(=O)c1cc2oc3ccccc3c2n1C	5	-0.2	-0.2	-68
NS(=O)(=O)c1ccc(N2C(=O)C3CC=CCC3C2=O)cc1 (stereo unspecified)	3	-0.3	0.5	-6
CN(C)CCNC(=S)Nc1ccc(-c2nc3ccccc3[nH]2)cc1	3	-0.2	0.8	-15
C/C(=N\Nc1ccc(C#N)cc1[N+](=O)[O-])c1ccc(C)cc1	-2	-0.1	0.2	1
Cc1ccc2c(C)nc(N3CCCC(NCc4ccc(C)o4)CC3)nc2c1 (stereo unspecified)	12	0.3	0.1	-10
C=CCNS(=O)(=O)c1ccc(N)cc1	12	0.2	-1.8	8
O=C(NCCCCc1ccccc1)C(=O)Nc1cccc(C(F)(F)F)c1	-8	0.6	-1.0	-7
O=C(CCCN(Cc1ccc(F)cc1)S(=O)(=O)c1ccc(Cl)cc1)NO	1	-0.1	0.0	10
C/C(=N\NC(=O)c1cc(Br)ccc1O)c1ccco1	-3	0.0	-0.5	-25
CC1=C(C(=O)OC(C)C)C(c2cccs2)C2=C(CC(c3ccccc3)CC2=O)N1 (stereo unspecified)	-23	0.4	-2.1	42*
CC1CCCC(Nc2nc(-c3ccc(Br)cc3)nc3ccccc23)C1C (stereo unspecified)	12	0.8	-1.4	6
Fc1cccc(Cn2cc(C(=S)N3CCCC3)c3ccccc32)c1	25	0.1	-0.8	-9
COc1cc(Nc2nc(NC3CCN(Cc4ccccc4)CC3)c3ncn(-c4ccsc4)c3n2)cc(OC)c1OC	19	-0.1	-1.1	10
O=C(NC(=S)Nc1ccc(I)cn1)c1cccc(F)c1	1	0.0	0.2	-57
CCCCOC(=O)c1ccc(NC(=O)CC)cc1	2	0.1	-0.4	-15
CN1CCN(C2=CC(=[N+]3CCCCC3)CC(C)(C)C2)CC1	7&-2	0.3&0.0	-0.9&2.1	1&7
Cc1ccc(NC(=O)c2cc3cc(Br)ccc3oc2=O)c([N+](=O)[O-])c1	8	0.3	0.5	3
CC(C)(C)NC(=O)[C@@H]1CCCN1C(=O)OC(C)(C)C	3	0.1	1.4	-8
C(=N\Nc1nc(-c2ccccn2)cs1)/c1cccnc1	52*	-0.1	-2.4	-4
O=C(CCC1(Cc2cccc3ccccc23)CCC(=O)N1)NCc1ccccc1 (stereo unspecified)	13	0.2	0.0	10
Cc1cccn2cc(CNS(=O)(=O)c3ccccc3F)nc12	-8	-0.1	0.7	-13
CN1CCN(C(=O)c2ccc(-c3nc(NCCCN4CCCC4=O)c4[nH]cnc4n3)cc2)CC1	3	0.0	-0.2	2
C#CCSc1nc(-c2ccccc2)cc(C(F)(F)F)c1C#N	-5	0.2	-1.3	11
CCOC(=O)C1C(=O)NC(SCC(N)=O)=C(C#N)C1c1ccccc1[N+](=O)[O-] (stereo unspecified)	-3	-0.1	-1.0	5
CCC1Sc2cc(S(=O)(=O)CCC(=O)NCc3cccnc3)ccc2NC1=O (stereo unspecified)	0	0.4	7.5*	10
COc1ccc(CN2CCN(C(=O)c3cccnc3)CC2)cc1	52*	0.0	0.3	-3
COc1ccc(OCC(=O)NNC(=O)C2COc3ccccc3O2)cc1 (stereo unspecified)	10	0.3	-2.4	1
O=C(O)CCC(=O)NC(c1ccccc1)c1ccccc1	0	-0.1	-0.3	-5
Nc1nc(-c2ccc(C(=O)NC3CC3)cc2)nc2nc[nH]c12	16	0.0	-0.4	3
Cc1cccc(-n2nc3c(c2NC(=O)c2cc(Cl)ccc2Cl)CSC3)c1C	-3	-0.1	1.3	-6
CCCN(CCC)Cc1c(C(=O)N/N=C/c2cccc(Cl)c2)nnn1-c1nonc1N	8	0.1	0.4	5
NC(=O)c1ccsc1NC(=O)CSc1nc(-c2ccc(F)cc2)cs1	-4	-0.1	0.8	-14
CCOC(=O)c1ccc(NC(=O)N2CCCCCC2)cc1	11	0.0	-0.7	-44
COc1ccc(C(=O)O)c2ccccc12	0	0.2	-1.2	9

Hits appear at their usual frequency; 3.4% or so of the library scored in one or more.
